Screens (PubChem BioAssay)
HCMV inh – human cytomegalovirus inhibition. hit rate 4.5% among 410,000. activity change, negative = inhibition, % at 57.5 µM. AID 1259415. HFF cells, HCMV-luciferase reporter, 72 h; hits give low values; in the data active = activity change below about -60%; inconclusive = no clear call, values can overlap the other calls; inactive = above about -39%
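Screen run at 2 compound doses on HFFs infected with reporter HCMV, MOI 1 PFU/cell. Luciferase activity from cell lysates at 72 h post infection gave inhibition relative to buffer-only and Salinomycin wells.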
AmpC no deterg – AmpC beta-lactamase inhibition without detergent. AmpC nitrocefin hydrolysis, absorbance 480 nm, 0.0001% Triton. Potency, µM (series often up to 57.1 µM), for inactives: at the top dose activity change, negative = inhibition, hits mostly inhibitors. hit rate 0.52% among 330,000;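 note: potency is the fitted concentration of half-maximal effect; plate controls were no compound for no effect and no enzyme for full effect; nearly all actives have a fitted effect of over 20% in size; some results filed as inactive show a strong effect at the top dose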
Target sequence (P00811 whole entry, looked up): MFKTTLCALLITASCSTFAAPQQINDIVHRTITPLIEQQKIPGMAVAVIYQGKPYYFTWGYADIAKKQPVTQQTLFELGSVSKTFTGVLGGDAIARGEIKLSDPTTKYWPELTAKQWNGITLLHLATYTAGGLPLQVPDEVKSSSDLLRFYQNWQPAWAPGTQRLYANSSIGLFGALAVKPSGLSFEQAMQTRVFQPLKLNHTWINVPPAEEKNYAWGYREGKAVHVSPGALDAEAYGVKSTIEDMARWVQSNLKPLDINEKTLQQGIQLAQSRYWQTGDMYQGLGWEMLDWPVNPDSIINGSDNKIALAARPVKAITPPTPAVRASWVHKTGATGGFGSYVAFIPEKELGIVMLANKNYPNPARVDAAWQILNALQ
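20 mM phosphate pH 7.0 + 0.01% (detergent screen) or 0.0001% Triton X-100; 5.3 nM AmpC reagent; cpd preinc 15 min RT; nitrocefin (800 uM stock) to start; A480 q20 s × 4 min; Activity was normalised to no-enzyme and no-compound control wells.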
AMA1-RON2 inh – AMA1-RON2 (P. falciparum) interaction inhibition | hit rate 0.2% among 360,000 | AlphaScreen AMA1-biotinylated RON2 peptide binding | Potency, µM (top dose mostly 58.2 µM), without a hit: at the top dose activity change, negative = inhibition, most hits filed as inhibitors;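 note: potency is the fitted concentration of half-maximal effect; 0% = vehicle wells and -100% = peptide control; nearly all actives have a fitted effect of over 45% in size; some results filed as inactive show a strong effect at the top dose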
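AMA1 (3D7) with his tag at 25 nM final met compounds first, then biotinylated RON2 peptide at 25 nM; detection used donor plus acceptor beads, 10 µg/mL apiece, read by AlphaScreen after 30 min at room temperature.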
LmPK inh – blocks Leishmania mexicana pyruvate kinase activity; Q27686; purified LmPK, Kinase-Glo ATP luminescence, 1 h; hit rate 0.37% among 290,000; Potency, µM (doses to about 57.5 µM), inactives show at the top dose activity change, negative = inhibition, usual class: inhibitors; note: potency is the fitted concentration of half-maximal effect
Target sequence (Q27686 whole entry, looked up): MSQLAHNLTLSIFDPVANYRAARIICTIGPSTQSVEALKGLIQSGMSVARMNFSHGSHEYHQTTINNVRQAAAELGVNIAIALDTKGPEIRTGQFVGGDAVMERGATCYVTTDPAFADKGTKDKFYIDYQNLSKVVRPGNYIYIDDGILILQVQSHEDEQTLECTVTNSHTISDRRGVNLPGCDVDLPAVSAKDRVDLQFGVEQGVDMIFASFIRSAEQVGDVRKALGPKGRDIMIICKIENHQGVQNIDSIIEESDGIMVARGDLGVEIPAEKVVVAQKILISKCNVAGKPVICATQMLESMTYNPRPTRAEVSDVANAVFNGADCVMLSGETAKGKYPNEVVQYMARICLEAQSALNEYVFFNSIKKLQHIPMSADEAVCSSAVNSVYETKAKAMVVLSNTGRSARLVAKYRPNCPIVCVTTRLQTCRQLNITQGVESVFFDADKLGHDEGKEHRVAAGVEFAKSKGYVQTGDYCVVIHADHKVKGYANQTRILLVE
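Pyruvate kinase activity monitored as ATP production (luciferase luminescence). Conditions: 0.1 nM enzyme, 0.5 mM PEP, 0.1 mM ADP, 1 h, RT; normalized against uninhibited and no-enzyme wells.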
TbPYK inhibitor – blocks Trypanosoma brucei pyruvate kinase | Q57TT1 | Potency, µM (titrated, usually from 76.8 µM), for inactives: top-dose activity, negative = inhibition, usual class: inhibitors | AID 624173 | TbPYK enzyme, Kinase-Glo Plus ATP luminescence, 45 min | hit rate 0.12% among 410,000; note: potency is the fitted concentration of half-maximal effect; nearly all actives have a fitted effect of over 50% in size
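Assay buffer: 50 mM TEA pH 7.2, 100 mM KCl, 10 mM MgCl2, 0.05% BSA, 0.01% Tween-20. Pyruvate kinase from T. brucei plus substrate met compound, then ADP (130 uM final). Luminescence was read post 45 min RT.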
AmpC detergent – inhibitors of E. coli AmpC beta-lactamase with detergent. P00811. AmpC hydrolysis of nitrocefin, absorbance 480 nm, 0.01% Triton. Potency, µM (doses to about 114 µM), without a hit: at the top dose activity change, negative = inhibition, actives largely listed as inhibitors. hit rate 0.041% among 370,000. AID 485294;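 note: potency is the fitted concentration of half-maximal effect; 0% = no-compound wells and -100% = no-enzyme wells; nearly all actives have a fitted effect of over 25% in size; some results filed as inactive show a strong effect at the top dose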
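20 mM phosphate pH 7.0 + 0.01% (detergent screen) or 0.0001% Triton X-100; 5.3 nM AmpC reagent; cpd preinc 15 min RT; nitrocefin (800 uM stock) to start; A480 q20 s × 4 min; Activity was normalised to no-enzyme and no-compound control wells.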
HCV inh – HCV inhibition | AID 651820 | Huh7.5.1 HCVcc-Cre infection, luciferase reporter, 44 h | hit rate 3.4% among 340,000 | Potency, µM (top dose mostly 41.8 µM), without a hit: top-dose activity change, negative = inhibition, actives largely listed as inhibitors; note: potency is the fitted concentration of half-maximal effect
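Infectious HCVcc-Cre (~0.5 moi) was added to cells just after compound, with cells seeded 4 h earlier at 1,000 per well. Luciferase activity after 44 h culture reported infection; substrate was incubated 15 min at room temperature before reading.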
* hit, by the source's call; u = inconclusive; x = not tested or not shown; [ ] = remark or other dose. Unless noted, calls come from the whole dose curve; as a rule, active = well fitted curve in the direction sought with a large enough effect; inconclusive = small, poorly fitted or top-dose-only effect, or another doubt; inactive = no such curve, though single readings can be large; an effect the other way counts as inactive or inconclusive. Unless noted, % is set by controls: 0 for no effect and ±100 for the full control effect.

Order of results: LmPK inh, AMA1-RON2 inh, HCV inh, AmpC no deterg, AmpC detergent, HCMV inh, TbPYK inhibitor
COc1cccc(C(=O)COc2cccc(NC(=O)c3cccc([N+](=O)[O-])c3)c2)c1
→ 1%, -9%, 8.9µM*, -60%, -1%, u, -7%
CCN(CC)S(=O)(=O)c1cccc(C(=O)N/N=C/c2c(C)nn(-c3ccccc3)c2Cl)c1
→ 5%, 6%, 2%, -28%, u, -34, 2%
O=C(OCC(=O)N1CCCc2ccccc21)c1cccc(S(=O)(=O)N2CCc3ccccc32)c1
→ 4%, 7%, 12%, -16%, u, 7, -5%
Cc1ccccc1NC(=O)c1sc2nc3n(c(=O)c2c1C)CCC3
→ x, x, x, x, 21%, 60, -3%
Cc1cc(C)nc(Nc2ccc(N3CCCC3)cc2)n1
→ -10%, 32µM*, -5%, -33%, u, -38, -20%
Cc1ccc(S(=O)(=O)NCC(=O)N(CC(=O)NCc2ccc(F)cc2)CC2CCCO2)cc1 (stereo unspecified)
→ 1%, -12%, -1%, 58%, u, -9, -3%
Clc1ccc(C2=Nn3c(nnc3-c3cccs3)SC2)cc1
→ -4%, 18%, 11%, -17%, -1%, -21, -21%
CN(C)C=NC(=O)c1[nH]c2ccc(Cl)cc2c1-c1ccccc1
→ 1%, 46%[activator], u, -7%, 4%, -36, -7%
COc1ccccc1C1OC2=C(Nc3ccc([N+](=O)[O-])cc3N2)C1=O (stereo unspecified)
→ -2%, 9%, u, -16%, 0%, -23, -1%
Cc1ccccc1NS(=O)(=O)c1cc(C(=O)N2CCc3ccccc3C2)ccc1C
→ 4%, 4%, 24%, -1%, -14%, u, -1%
COC(=O)c1ccc(NC(=O)CN2CCCN(Cc3ccc(Cl)cc3)S2(=O)=O)cc1
→ x, x, x, x, 4%, 11, 3%
CSCCC(NC(=O)c1ccco1)C(=O)Nc1ccc(C)c(S(=O)(=O)N2CCOCC2)c1 (stereo unspecified)
→ x, 5%, -6%, 1%, -14%, -10, 4%
COc1ccccc1CC(=O)Nc1ccon1
→ -1%, 5%, 7%, -9%, u, 25, 0%
COc1ccc(CN(CC2CCCO2)C(=O)c2cc3sccc3n2C)c(OC)c1 (stereo unspecified)
→ 4%, -24%, -11%, 216%[activator], 9%, -19, -2%
COc1ccc(Cn2ccn(Cc3cccc(C)c3)c(=O)c2=O)cc1
→ x, x, x, x, 6%, -17, 0%
COc1cccc(C2/C(=C(/O)c3ccc4c(c3)CC(C)O4)C(=O)C(=O)N2CCCn2ccnc2)c1 (stereo unspecified)
→ -1%, 9%, 2%, -14%, 0%, -12, -3%
Cc1cccc(OCCN2C(=O)C(=O)c3cc(C)ccc32)c1
→ -2%, u, u, 0%, -2%, -89*, -1%
COc1ccc(-c2nc3c4ccccc4ccn3c2Cc2ccccc2C(F)(F)F)cc1OC
→ x, -18%, x, x, x, -2, 0%
O=C(O)c1cccc(CN2C(=O)CSC2=O)c1
→ 7%, 7%, 13%, -3%, -3%, -5, 2%
O=C(CNC(=O)c1ccco1)N=Nc1c(O)[nH]c2ccc(Br)cc12
→ 5%, -15%, 6%, -22%, -11%, -20, 3%
O=C(Nc1scc(-c2ccccc2)c1C(=O)O)c1ccccc1F
→ -9%, -3%, 14%, -41%, u, -23, -2%
CCOC(=O)C1=NN(C(=O)Nc2cccc(C(F)(F)F)c2)C2C(=O)N(c3cccc(C(F)(F)F)c3)C(=O)C12 (stereo unspecified)
→ 3%, u, 21%, -1%, -11%, 27, 1%
CC(C)CN(C(=O)c1ccc(=O)n(C)n1)c1nc2ccccc2s1
→ 3%, -3%, 0%, 127%[activator], -17%, 111, 2%
COc1ccc(-c2cn(-c3ccc(C)cc3)c(=O)n2CC(=O)Nc2ccc(OC)c(OC)c2)cc1
→ 5%, u, 3%, 89%[activator], u, 14, 9%
CCCCn1c(=N)c(S(=O)(=O)c2ccc(Cl)cc2)cc2c(=O)n3cccc(C)c3nc21
→ x, x, x, x, 12%, 2, -2%
COc1ccc([C@H]2C=C3CN(C(=O)OC(C)(C)C)S(=O)(=O)[C@H]3C[C@H]2OC(=O)c2cccs2)cc1
→ 2%, -24%, -30%, -7%, 7%, 12, 1%
Cc1ccc(N(CC(=O)NCc2ccccc2)C(=O)c2csnn2)cc1
→ -3%, -19%, -1%, -17%, -10%, -15, 8%
Cc1ccc(NC(=O)CCC(=O)c2cccs2)nc1
→ x, -2%, 16%, u, u, 18, -6%
O=C1/C(=C\Nc2ccc(OC(F)(F)F)cc2)CCN1c1ncccn1
→ 7%, 4%, -13%, -12%, -2%, -5, 4%
Cc1cc(/C=N/n2cnnc2)c(C)n1-c1ccc2ncccc2c1
→ x, 0%, u, x, x, 0, 1%

6 of the compounds above, with bars between the fields.
molecule | LmPK inh | AMA1-RON2 inh | HCV inh | AmpC no deterg | AmpC detergent | HCMV inh | TbPYK inhibitor
COc1cccc(C(=O)COc2cccc(NC(=O)c3cccc([N+](=O)[O-])c3)c2)c1 | 1% | -9% | 8.9µM* | -60% | -1% | u | -7%
CCN(CC)S(=O)(=O)c1cccc(C(=O)N/N=C/c2c(C)nn(-c3ccccc3)c2Cl)c1 | 5% | 6% | 2% | -28% | u | -34 | 2%
O=C(OCC(=O)N1CCCc2ccccc21)c1cccc(S(=O)(=O)N2CCc3ccccc32)c1 | 4% | 7% | 12% | -16% | u | 7 | -5%
Cc1ccccc1NC(=O)c1sc2nc3n(c(=O)c2c1C)CCC3 | x | x | x | x | 21% | 60 | -3%
Cc1cc(C)nc(Nc2ccc(N3CCCC3)cc2)n1 | -10% | 32µM* | -5% | -33% | u | -38 | -20%
Cc1ccc(S(=O)(=O)NCC(=O)N(CC(=O)NCc2ccc(F)cc2)CC2CCCO2)cc1 (stereo unspecified) | 1% | -12% | -1% | 58% | u | -9 | -3%

Record cards (already shown).
`CCN(CC)S(=O)(=O)c1cccc(C(=O)N/N=C/c2c(C)nn(-c3ccccc3)c2Cl)c1` across the screens: LmPK inh = 5%; AMA1-RON2 inh = 6%; HCV inh = 2%; AmpC no deterg = -28%; AmpC detergent = u; HCMV inh = -34; TbPYK inhibitor = 2%
`O=C(CNC(=O)c1ccco1)N=Nc1c(O)[nH]c2ccc(Br)cc12` across the screens: LmPK inh = 5%; AMA1-RON2 inh = -15%; HCV inh = 6%; AmpC no deterg = -22%; AmpC detergent = -11%; HCMV inh = -20; TbPYK inhibitor = 3%

The listing continues:
Order of results: LmPK inh, AMA1-RON2 inh, HCV inh, AmpC no deterg, AmpC detergent, HCMV inh, TbPYK inhibitor
O=C(/C=C/c1ccc(O)cc1)c1ccc(O)cc1O
→ -4%, -17%, -11%, -11%, u, 29, 3%
CCSc1nnc2n(-c3ccc(OC)cc3)c(=O)c3c4c(sc3n12)CCCC4
→ -1%, 4%, -4%, -5%, -2%, -85*, 6%
CCc1nn2c(=O)cc(COC(=O)c3ccccc3NC(=O)C3CCCCC3)nc2s1
→ x, x, x, x, -3%, -24, 0%
CCOc1ccc(C(C)=O)cc1CSc1nnc(-c2ccoc2C)n1N
→ 0%, -1%, -19%, -19%, 0%, 14, 4%
COc1ccc(OCC(=O)OCC(=O)Nc2cc(S(=O)(=O)N3CCOCC3)ccc2Cl)cc1
→ x, -5%, 13%, -2%, x, -13, -13%
CC(C)=CC(=O)N1CCCC(N2CCN(c3ccc(F)cc3)CC2)C1 (stereo unspecified)
→ 0%, -1%, -3%, 3%, -12%, 51, -4%
CNC(=O)c1cc(C(=O)c2c(Cl)cccc2Cl)c[nH]1
→ 0%, -15%, -1%, -11%, 1%, 9, 3%
CN1CCN(C(=S)Nc2ccc(Oc3ccccc3)cc2)CC1
→ 3%, -9%, -21%, 4%, 1%, -33, -2%
Cc1cc(F)ccc1-c1cc(C(=O)NCc2cccc(C(F)(F)F)c2)[nH]n1
→ x, -3%, x, x, x, -29, -8%
COc1cc(C(=O)NCC(=O)N2CCN(S(=O)(=O)c3ccccc3)CC2)cc(OC)c1OC
→ x, 0%, 11%, 6%, -6%, 7, 2%
CCC1(C)Cc2c(sc(NC(=O)CCC(=O)O)c2C#N)CO1 (stereo unspecified)
→ -4%, -1%, 15%, -11%, -4%, 48, -23%
CC(C)CC(=O)Nc1nnc(SCC(=O)Nc2ccc(F)cc2)s1
→ 4%, 4%, -5%, -29%, -4%, -11, 4%
CCOC(=O)N1CCc2c(sc3c2C(=O)NC(c2ccccc2)N3)C1 (stereo unspecified)
→ -3%, 9%, -18%, -20%, -12%, x, -27%
CCCCCOC(=O)C1[C@H]2C(=O)N(CCCOC)C[C@]23C=C[C@H]1O3 (stereo partly specified)
→ -4%, -6%, 16%, 117%[activator], -7%, x, -3%
Cc1ccc(Cn2c(C(C)Nc3nc(-c4ccc(C)cc4)cs3)nc3cc(Cl)c(Cl)cc32)cc1 (stereo unspecified)
→ -2%, 53%[activator], -14%, -48%, u, -38, -14%
COCCNc1nc(Oc2ccc(Cl)c(Cl)c2)c2sccc2n1
→ x, 0%, x, x, x, -28, -4%
Cc1cc(=O)[nH]c(SCC(=O)Nc2c(C)n(C)n(-c3ccccc3)c2=O)n1
→ x, -6%, 19%, -6%, 6%, -7, 0%
CCOC(=O)c1ccc(NC(=O)CSc2nc3cccnc3n2C)cc1
→ -1%, -3%, u, 0%, -1%, -15, 7%
